FBA Mtb inh: Mtb FBA enzyme inhibitors, primary screen, biochemical, fluorescence, strain H37Rv; Fructose-bisphosphate aldolase (Mycobacterium tuberculosis (strain ATCC 25618 / H37Rv)), …; purified M. tuberculosis FBA, fluorescence read-out; inhibition, % at 1 µM; 2.3% of 360,000 active; AID 588726, 2011; in the data active means inhibition above about 27%;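 further: 0% = vehicle and 100% = reference inhibitor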
Target sequence (P9WQA3 whole entry, looked up): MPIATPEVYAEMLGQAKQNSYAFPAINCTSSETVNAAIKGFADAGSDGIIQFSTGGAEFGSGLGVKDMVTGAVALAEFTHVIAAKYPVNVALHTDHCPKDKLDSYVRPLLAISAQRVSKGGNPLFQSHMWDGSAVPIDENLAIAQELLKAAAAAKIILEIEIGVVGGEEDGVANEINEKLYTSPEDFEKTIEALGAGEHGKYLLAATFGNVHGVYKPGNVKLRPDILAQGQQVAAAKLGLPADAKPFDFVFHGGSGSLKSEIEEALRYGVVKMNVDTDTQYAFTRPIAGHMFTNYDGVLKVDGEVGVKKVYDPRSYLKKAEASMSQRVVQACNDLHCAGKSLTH
BoNT F protease: BoNT/F light chain protease inhibitors, primary screen, biochemical, flow cytometry, MLPCN library; Botulinum neurotoxin type F light chain protease (Clostridium botulinum); Multiplex microsphere protease cleavage assay; inhibition, % at 10 µM; 0.22% of 360,000 active; in the data active means inhibition above about 35%, passing the limit was not always enough; inconclusive means no clear call, values can overlap the other calls; further: plate controls were buffer without enzyme for full effect and enzyme alone for no effect
FadD28 FP inh: inhibitors of FadD28 bisubstrate probe binding, primary screen, biochemical, fluorescence polarization, single point; inhibition, % at 12.5 µM; 0.22% of 360,000 active; Mycobacterium tuberculosis FadD28 fatty-acid-AMP ligase; in the data active means inhibition above about 8.5%, passing the limit was not always enough; inconclusive means no clear call, values can overlap the other calls
UGM FP inh: M. tuberculosis UGM enzyme inhibitors, primary screen, biochemical, fluorescence polarization, single point | UDP-galactopyranose mutase (Mycobacterium tuberculosis (strain ATCC 25618 / H37Rv)), … | purified UGM, fluorescence polarization probe displacement | AID 504406, 2011 | 0.06% of 320,000 active | inhibition, % at 10 µM; in the data active means inhibition above about 10%, passing the limit was not always enough; inconclusive means no clear call, values can overlap the other calls
Target sequence (P9WIQ1 whole entry, looked up): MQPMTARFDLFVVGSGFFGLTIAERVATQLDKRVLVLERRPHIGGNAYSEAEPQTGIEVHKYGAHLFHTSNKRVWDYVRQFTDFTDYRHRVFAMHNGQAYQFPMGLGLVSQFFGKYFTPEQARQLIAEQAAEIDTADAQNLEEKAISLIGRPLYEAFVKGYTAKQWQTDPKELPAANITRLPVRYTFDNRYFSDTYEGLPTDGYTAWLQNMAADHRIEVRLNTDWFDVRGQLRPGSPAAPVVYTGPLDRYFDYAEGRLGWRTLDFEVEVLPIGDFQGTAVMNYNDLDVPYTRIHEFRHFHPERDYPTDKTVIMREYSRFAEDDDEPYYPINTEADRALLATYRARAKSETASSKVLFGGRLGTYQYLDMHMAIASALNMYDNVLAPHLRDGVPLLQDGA
GDH-TPI inh: GDH-TPI coupling enzyme inhibitors, primary screen, artefact control for M. tuberculosis FBA inhibitor project, biochemical, absorbance, full deck; GDH-TPI coupled enzyme counterscreen, NADH absorbance; inhibition, % at 4.8 µM; 1.2% of 360,000 active; AID 588335, 2011; in the data active means inhibition above about 30%;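 further: 0% = DMSO wells and 100% = wells lacking the enzyme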
Mtb BioA inh: M. tuberculosis BioA enzyme inhibitors, primary screen, biochemical, plate reader, single point, HTS. 0.096% of 360,000 active. 7,8-diaminopelargonic acid synthase BioA (Mycobacterium tuberculosis). purified M. tuberculosis BioA enzyme. inhibition, % at 9.99 µM. AID 602481, 2012; in the data active means inhibition above about 40%; inconclusive means no clear call, values can overlap the other calls
BoNT-A LC inh2: BoNT/A light chain protease inhibitors, primary screen, biochemical, flow cytometry, MLPCN library; Botulinum neurotoxin type A light chain protease (Clostridium botulinum A str. ATCC 3502); multiplex microsphere protease substrate cleavage; inhibition, % at 10 µM; 0.17% of 360,000 active; further: plate controls were buffer without enzyme for full effect and enzyme alone for no effect
Anthrax LF inh2: Bacillus anthracis LF protease inhibitors, primary screen, biochemical, multiplex microsphere, MLPCN library | inhibition, % at 10 µM | 0.12% of 360,000 active | multiplex microsphere protease cleavage assay | Lethal factor (Bacillus anthracis), P15917 | AID 588501, 2011; further: plate controls were buffer without enzyme for full effect and enzyme alone for no effect
PfHsp40 rescue: rescue of yeast from PfHsp40 toxicity, primary screen, S. cerevisiae, ATP luminescence | 0.68% of 340,000 active | S. cerevisiae expressing PfHsp40, growth rescue | growth rescue, % at 12.5 µM; in the data active means growth rescue above about 28%, passing the limit was not always enough; inconclusive means no clear call, values can overlap the other calls;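 further: yeast W303a lacking pdr1 and pdr3 grown in galactose medium; growth measured after three days at 30 °C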
* hit, by the source's call; ? = inconclusive; . = not tested or not shown; + = active, no number. Unless noted, no stated cut-off is given here; in the data, active means inhibition above about 30%; inconclusive means no clear call, values can overlap the other calls; inactive means below that.

(1) CC(C)c1cc(C(=O)N2CCCC(N3CCN(c4ccc(F)cc4)CC3)C2)no1 (stereo unspecified)
(2) O=C(NC1CCCCC1)N1CCN(C(c2ccccc2)c2ccccc2)CC1
(3) CCCn1nc(C(=O)Nc2nc3ccccc3[nH]2)c2ccccc2c1=O
(4) COc1ccc(C2(C)NC(=O)N(CC(=O)Nc3ccc4ccccc4c3)C2=O)cc1OC (stereo unspecified)
(5) CC(CNC(=O)CCc1nnc(CCC2CCCCC2)o1)c1ccccc1 (stereo unspecified)
(6) CCCC(=O)N1CCC1(C)C(=O)Nc1cc(OC)ccc1OC (stereo unspecified)
(7) COc1cc2c(C#Cc3cccnc3)c(-c3ccsc3)oc(=O)c2cc1OC
(8) O=C(OCC(=O)N1CCN(C(=O)c2ccco2)CC1)c1ccccc1OCc1ccc(Cl)cc1
(9) O=C1c2cccc3c(N4CCCCC4)ccc(c23)C(=O)N1CCO
(10) Cc1cc(CC(=O)O)c(C)cc1CC(=O)O
assay / compound,1,2,3,4,5,6,7,8,9,10
Anthrax LF inh2,-1,-3,-2,.,-6,-5,3,6,2,-1
GDH-TPI inh,9,8,8,2,7,6,0,-6,15,3
UGM FP inh,0.7,-1.0,-3.2,.,2.8,.,-1.4,1.5,30*,-1.8
BoNT-A LC inh2,0.6,-0.4,0.7,.,0.2,0.0,0.4,0.9,5.0,0.4
FadD28 FP inh,0.6,-1.7,-2.1,-5.3,-0.8,-1.1,-2.0,-10,-0.6,-3.9
PfHsp40 rescue,-0.7,-0.8,1.2,2.9,3.1,.,-1.0,1.5,2.5,0.2
BoNT F protease,-1,-6,-7,.,5,-3,2,10,16,-6
FBA Mtb inh,2,2,-2,0,1,0,0,-1,-4,3
Mtb BioA inh,6.5,-1.4,-1.1,0.6,.,2.2,-0.8,1.4,-19,1.1

(11) CCN(CC)CCCn1c(C)cc2c(c1=O)C(c1ccc(OC)c(OC)c1OC)C(C#N)=C(N)O2 (stereo unspecified)
(12) COc1ccc(-c2nc(-c3cccc(C)c3)no2)cc1OC
(13) CC1(C)NC(=O)N(CC(=O)N2CCN(S(=O)(=O)c3ccccc3F)CC2)C1=O
(14) COc1cccc(NC(=O)c2ccccc2C(F)(F)F)c1
(15) CCCC(=O)N1CCC1(C)C(=O)Nc1ccccc1C(C)(C)C (stereo unspecified)
(16) O=C(NCc1n[nH]c(=O)c2ccccc12)C1CC(=O)N(c2ccccc2)C1 (stereo unspecified)
(17) CCc1cc(=O)oc2cc(C)cc(OCC(=O)C(C)(C)C)c12
(18) CCOc1ccc(OCCn2c(=S)[nH]c3c(N)ncnc32)cc1
(19) O=C(NCc1cccnc1)c1cc(Sc2ccc(F)cc2F)nc2ccccc12
(20) Cc1ccc2nc3c(cc(C#N)c(=O)n3-c3nccs3)c(=O)n2c1
assay / compound,11,12,13,14,15,16,17,18,19,20
Anthrax LF inh2,1,-6,-5,-2,-3,-2,0,-4,1,-8
GDH-TPI inh,-2,11,-2,6,5,-2,14,0,5,7
UGM FP inh,0.5,0.4,-0.2,-0.8,.,-1.3,0.0,1.7,-1.5,0.5
BoNT-A LC inh2,0.0,0.1,0.0,-0.4,-0.6,-5.7,0.5,0.0,-0.1,-0.1
FadD28 FP inh,-0.3,-0.5,-1.7,-0.9,-0.2,-4.7,-0.8,-3.2,-1.0,-3.0
PfHsp40 rescue,0.0,-0.5,-1.0,-0.8,.,-1.2,2.7,0.6,-0.9,0.7
BoNT F protease,-2,-1,1,-4,0,-11,1,0,-10,-8
FBA Mtb inh,1,0,1,7,0,0,65*,-1,-1,+
Mtb BioA inh,.,-0.9,-3.1,-1.0,1.0,1.1,.,-0.5,1.9,.

(21) O=C(O)c1ccc2cccnc2c1O
(22) Cc1nn(C)cc1CNC(=O)c1cccc(Br)c1
(23) CC(=NNC(=O)c1ccncc1)c1ccc(O)cc1O
(24) COc1cccc(N(CC(=O)NCCSCc2ccc(Cl)cc2)S(C)(=O)=O)c1
(25) Cc1ccc(/C(O)=C2/C(=O)C(=O)N(c3ccccn3)C2c2ccc([N+](=O)[O-])cc2)cc1 (stereo unspecified)
(26) CCCOC(=O)c1ccc(-[n+]2c(-c3ccccc3)cc(-c3ccccc3)cc2-c2ccccc2)cc1
(27) CC1(C)CC(=O)C=C(c2n[nH]nc2C2=CCCCC2)C1
(28) O=C(NCCN1C(=O)C2C3C=CC(C3)C2C1=O)Nc1cccnc1 (stereo unspecified)
(29) CNC(=O)CSc1nc2c([nH]c3ccccc32)c(=O)n1CCOC
(30) CC(C)CNC(=O)COC(=O)c1ccc(Cl)c(S(N)(=O)=O)c1
assay / compound,21,22,23,24,25,26,27,28,29,30
Anthrax LF inh2,2,0,0,-4,-5,-2,-1,-2,2,.
GDH-TPI inh,28,-6,41*,11,19,10,10,3,8,1
UGM FP inh,1.1,0.5,.,0.4,1.3,3.8,.,1.2,-1.6,0.4
BoNT-A LC inh2,-1.3,0.6,-0.3,-4.3,-1.7,0.0,0.1,0.2,0.5,.
FadD28 FP inh,-0.5,-4.2,-1.1,-1.2,-4.0,-0.9,-3.7,1.6,-0.8,0.7
PfHsp40 rescue,-1.2,-0.5,0.5,-0.3,1.3,1.9,.,-0.9,3.8,0.9
BoNT F protease,-6,12,-9,-17,?,0,5,-2,-2,.
FBA Mtb inh,2,0,-1,-3,-3,2,-6,7,3,4
Mtb BioA inh,-0.3,-1.3,-2.0,-0.8,0.6,6.0,-1.6,2.3,.,-0.5

(31) C/C(CC(=O)Nc1ccccn1)=N\NC(=O)c1ccc2ccccc2c1
(32) Cc1ccc(CNC(=O)c2cc(S(=O)(=O)N3CCCC3)cn2C)cc1
(33) O=C(Nc1ccccc1N1CCCC1)c1ccc(N2CCCC2=O)cc1
(34) NS(=O)(=O)c1ccc(NNC(=O)c2ccc(Br)o2)c([N+](=O)[O-])c1
(35) Cc1ccc(C(=O)C2CCN(CC(=O)Nc3ccc4c(c3)OCCO4)CC2)cc1
(36) O=C(c1cc(COc2ccc(F)cc2Cl)on1)N1CC2C[C@@H]3CC1C[C@H](C2)C3
(37) O=C(Nc1cccc(S(=O)(=O)N2CCOCC2)c1)C(c1ccccc1)N1CCCCC1 (stereo unspecified)
(38) CCc1c(C(C)S(=O)(=O)c2ccccc2)[nH]c(=O)n1CC (stereo unspecified)
(39) O=C(COc1ccc(F)cc1)Nc1c(C(=O)N2CCC(N3CCCCC3)CC2)oc2ccccc12
(40) COc1ccccc1Nc1nc(N)nc(CN(C)C2CCCCC2)n1
assay / compound,31,32,33,34,35,36,37,38,39,40
Anthrax LF inh2,-2,-1,0,0,0,-2,-5,-2,5,-2
GDH-TPI inh,6,-3,-4,45*,-4,-1,2,0,10,-2
UGM FP inh,-0.4,1.8,-1.6,2.1,0.6,2.7,3.7,-2.2,-1.2,0.7
BoNT-A LC inh2,0.1,-0.8,2.3,-0.4,0.6,-0.8,-1.0,0.2,0.3,0.3
FadD28 FP inh,0.0,0.1,-0.7,-1.7,-0.2,-3.7,-1.7,0.5,-1.7,-3.1
PfHsp40 rescue,-0.2,-0.5,0.9,5.2,1.2,-0.4,0.6,0.8,0.0,-0.1
BoNT F protease,-1,-2,-2,-4,-3,3,-3,-6,4,-8
FBA Mtb inh,2,-1,6,-5,0,1,5,0,4,0
Mtb BioA inh,.,-0.1,-1.2,4.0,-1.1,-0.8,.,1.4,-4.1,-0.5

Arranged by number of heavy atoms (rising): part of the list above.
(34) NS(=O)(=O)c1ccc(NNC(=O)c2ccc(Br)o2)c([N+](=O)[O-])c1
(31) C/C(CC(=O)Nc1ccccn1)=N\NC(=O)c1ccc2ccccc2c1
(35) Cc1ccc(C(=O)C2CCN(CC(=O)Nc3ccc4c(c3)OCCO4)CC2)cc1
assay / compound,34,31,35
Anthrax LF inh2,0,-2,0
GDH-TPI inh,45*,6,-4
UGM FP inh,2.1,-0.4,0.6
BoNT-A LC inh2,-0.4,0.1,0.6
FadD28 FP inh,-1.7,0.0,-0.2
PfHsp40 rescue,5.2,-0.2,1.2
BoNT F protease,-4,-1,-3
FBA Mtb inh,-5,2,0
Mtb BioA inh,4.0,.,-1.1

(more compounds)
(41) COc1ccccc1CC(NC(C)=O)C(=O)NC1CCN(C(=O)c2cccc(Cl)c2)CC1 (stereo unspecified)
(42) O=C(O)CCC(=O)N1CCCC1
(43) CC(=O)/C(=C(/O)c1ccccc1)c1nc2ccccc2[nH]1
(44) O=C(Cc1ccccc1F)NNC(=O)c1ccncc1
(45) CC(=O)Cc1cc(O)c2ccccc2c1OC(=O)c1ccccc1
(46) Cc1ccc(-c2ncns2)cc1
(47) Cc1ccc(C(=O)NCC(c2ccco2)N2CCc3ccccc32)cc1C (stereo unspecified)
(48) O=c1c(C=NCc2ccccc2)c(NCc2ccccc2)nc2ccccn12
(49) Cc1cc(C)cc(OC(=O)CCN2C(=O)C3C4C=CC(C5CC45)C3C2=O)c1 (stereo unspecified)
(50) Cc1cc(C)c(S(=O)(=O)N2CCN(C(=O)c3ccc(-n4cncn4)c([N+](=O)[O-])c3)CC2)c(C)c1
assay / compound,41,42,43,44,45,46,47,48,49,50
Anthrax LF inh2,-2,1,-5,-6,-1,-7,0,-9,-1,?
GDH-TPI inh,-9,-2,9,19,0,6,11,12,-2,-5
UGM FP inh,-1.8,-4.0,-4.4,0.8,-0.1,-2.5,3.2,-1.1,-1.5,-1.8
BoNT-A LC inh2,-0.2,0.2,-1.1,-1.6,-0.7,-3.1,-1.1,-1.5,0.2,-5.3
FadD28 FP inh,-1.8,-3.0,-2.3,-2.7,-2.4,-3.2,-1.7,-2.4,-3.8,1.1
PfHsp40 rescue,0.2,1.3,-1.5,-1.6,0.2,0.5,-0.1,0.0,-0.3,-1.4
BoNT F protease,1,1,-4,-10,-5,?,-10,-4,-2,?
FBA Mtb inh,-5,0,1,5,-1,-4,2,8,-4,2
Mtb BioA inh,-1.0,.,-0.6,0.8,.,-0.4,-4.8,0.2,.,.

(51) CCC(=O)Nc1nnc(S(=O)(=O)N2c3ccccc3CC2C)s1 (stereo unspecified)
(52) Nc1nonc1-n1nnc(C(=O)N/N=C/c2cccs2)c1CSc1ccccc1
(53) Cc1ccc(S(=O)(=O)/N=C(/Nc2nc(C)cs2)c2ccccc2)cc1
(54) COc1ccc(-c2[nH]ncc2CN(C)Cc2cc(C)[nH]n2)c(F)c1
(55) Cc1ccc(NC(=O)COC(=O)CN2C(=O)NC3(CCCC3)C2=O)cc1Cl
(56) O=C1C=CC(=O)N1c1ccc2ccccc2c1
(57) COC(=O)c1nn(-c2ccc(Cl)cc2)c(=O)cc1Sc1ccccn1
(58) CC(=O)c1cccc(S(=O)(=O)N2CCC(C(=O)Nc3cccc(C(=O)NC4CC4)c3)CC2)c1
assay / compound,51,52,53,54,55,56,57,58
Anthrax LF inh2,1,3,-10,-10,4,-4,?,-6
GDH-TPI inh,0,22,17,-3,3,4,3,-2
UGM FP inh,-1.7,-2.7,1.3,-1.8,-2.2,.,4.8,-0.6
BoNT-A LC inh2,-0.2,0.3,-0.4,-1.0,-1.1,0.2,?,4.1
FadD28 FP inh,-1.1,-0.6,-2.3,1.2,-1.8,-1.5,-1.0,-5.0
PfHsp40 rescue,0.6,-0.3,-1.5,-0.9,-1.9,766*,-1.1,1.1
BoNT F protease,-6,-2,-5,2,-6,-3,?,8
FBA Mtb inh,4,5,0,-4,0,20,1,-2
Mtb BioA inh,-0.9,0.9,-2.1,0.3,1.4,0.1,0.6,0.1

Compound activity as filed in PubChem BioAssay.
